High-throughput results as filed in PubChem BioAssay.
WRN inhibitor: inhibitors of human WRN helicase. Q14191. WRN helicase unwinding, fluorescent forked duplex, kinetic. Potency, µM (top dose mostly 114 µM), without a hit: top-dose activity change, negative = inhibition, usual class: inhibitors. 360,000 compounds, 0.46% hits. AID 651768; note: potency is the fitted concentration of half-maximal effect; % is set by controls: 0 for no effect and ±100 for the full control effect; nearly all actives have a fitted effect of over 55% in size
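WRN at 20 nM final was preincubated with compound for 15 min at room temperature; reaction started with 100 nM forked duplex oligonucleotide carrying fluorophore and quencher plus 2 mM ATP (final). Unwinding followed kinetically by red fluorescence (ex 525/em 598 nm).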
IL-2 act: IL-2 activation; IL-2 activation reporter assay, cell-based qHTS; stimulated with anti-CD3/CD4/CD28 beads; in transgenic mouse T cells; activation, % (series mostly up to about 46 µM); 360,000 compounds, 0.065% hits; in the data active = activation above about 50%; inconclusive = mostly about 30% to 49%; note: 0% is about no effect
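Unstimulated transgenic mouse T cells preincubated 60 min with compound, then stimulated with anti-CD3/anti-CD4-coated beads plus anti-CD28 for 18 h at 37 degrees C. IL-2 response read as EGFP and DsRed fluorescence by plate cytometry.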
EPAC1 antag: EPAC1 (human) antagonism | O95398 | EPAC1 GEF assay, Rap1b-BODIPY-GDP exchange fluorescence | Potency, µM (doses to about 115 µM), inactives show top-dose activity change, negative = inhibition, most hits filed as inhibitors | 360,000 compounds, 0.14% hits;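 note: potency is the fitted concentration of half-maximal effect; plate controls were vehicle for no effect and positive control for full effect; nearly all actives have a fitted effect of over 50% in size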
Target sequence (O95398 whole entry, looked up): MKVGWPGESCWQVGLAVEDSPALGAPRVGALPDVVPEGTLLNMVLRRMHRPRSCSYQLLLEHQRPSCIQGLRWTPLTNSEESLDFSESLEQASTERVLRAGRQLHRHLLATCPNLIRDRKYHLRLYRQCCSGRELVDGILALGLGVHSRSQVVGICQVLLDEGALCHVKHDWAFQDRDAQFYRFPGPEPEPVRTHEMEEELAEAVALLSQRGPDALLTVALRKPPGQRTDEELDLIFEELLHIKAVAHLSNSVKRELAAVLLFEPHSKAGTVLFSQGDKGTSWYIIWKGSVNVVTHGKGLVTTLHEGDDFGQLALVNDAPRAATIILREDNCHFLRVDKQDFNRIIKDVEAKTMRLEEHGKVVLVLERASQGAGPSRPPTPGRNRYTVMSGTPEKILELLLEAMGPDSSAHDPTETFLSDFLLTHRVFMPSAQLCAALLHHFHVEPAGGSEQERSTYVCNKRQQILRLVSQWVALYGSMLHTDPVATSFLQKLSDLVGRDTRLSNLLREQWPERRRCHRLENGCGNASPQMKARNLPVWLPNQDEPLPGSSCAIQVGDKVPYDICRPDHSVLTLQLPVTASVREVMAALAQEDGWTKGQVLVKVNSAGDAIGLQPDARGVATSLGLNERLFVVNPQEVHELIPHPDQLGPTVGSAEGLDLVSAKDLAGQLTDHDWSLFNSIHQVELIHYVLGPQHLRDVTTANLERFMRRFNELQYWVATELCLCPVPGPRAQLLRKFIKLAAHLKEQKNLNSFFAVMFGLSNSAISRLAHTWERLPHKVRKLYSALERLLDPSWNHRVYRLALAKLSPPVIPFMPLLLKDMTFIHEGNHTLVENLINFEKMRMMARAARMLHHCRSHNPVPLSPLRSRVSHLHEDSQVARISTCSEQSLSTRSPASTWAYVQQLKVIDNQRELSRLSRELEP
PI5P4K alpha inh: inhibitors of human PI5P4K alpha. P48426. PI5P4Kalpha enzyme, ADP-Glo luminescence, 60 min; hits give low values. max response, %. 330,000 compounds, 1.2% hits; active = max response of -50% or lower; inconclusive = between -30% and -50%; inactive = -30% or higher; note: value at the top dose of about 77 µM; % is set by controls: 0 for no effect and ±100 for the full control effect
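qHTS, 1536-well: enzyme/substrate mix, compound by pin tool, 5 microM ATP final; RT 60 min; ADP-Glo reagents 1 (45 min) then 2 (30 min); luminescence.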
EPAC2 agonist: EPAC2 (human) agonism | Q8WZA2 | EPAC2 activation, biochemical qHTS; response scale: 100% = 6.5 mM cAMP response | Potency, µM (doses to about 154 µM), for inactives: at the top dose activation, most hits filed as activators | 360,000 compounds, 0.079% hits; note: potency is the fitted concentration of half-maximal effect; nearly all actives have a fitted effect of over 50% in size
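Guanine nucleotide exchange by EPAC2 is measured as reduced fluorescence of BODIPY-GDP once it is released from 250 nM Rap1B. Plates are read kinetically for 30 min at room temperature; results are scaled to 6.5 mM cAMP.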
CCT chaperon mod: modulators of cytosolic chaperonin (CCT/TRiC) activity. purified chaperonin ATPase assay, HTRF ADP detection, 30 min. activity change, % (concentration not given with the values), hits read low. 360,000 compounds, 0.3% hits. AID 651819; in the data active = activity change below about -30%; note: % is set by controls: 0 for no effect and ±100 for the full control effect
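TRiC (40 or 20 nM final, by batch activity) in 30 mM Tris pH 7.4, 100 mM KCl, 5 mM MgCl2, 1 mM DTT was treated with compound at 76 uM single dose, then 10 uM ATP, 30 min at 37 °C. ADP was read by HTRF Transcreener.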
EPAC1 ag: agonists of human EPAC1; EPAC1 agonist qHTS, biochemical assay; response scale: 100% = response to 6.5 mM cAMP; O95398; Potency, µM (titrated, usually from 154 µM), without a hit: top-dose activation, hits mostly activators; 360,000 compounds, 0.073% hits; note: potency is the fitted concentration of half-maximal effect; nearly all actives have a fitted effect of over 60% in size
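Multi-concentration qHTS readout: loss of Rap1B-bound BODIPY-GDP fluorescence driven by 100 nM EPAC1 with excess GDP (50 uM), monitored kinetically at room temperature; agonist response expressed relative to 6.5 mM cAMP.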
PLK1 PBD inh: blocks phosphopeptide binding to human PLK1 polo-box domain | P53350 | Plk1 PBD binding of FITC phosphopeptide, fluorescence polarization | Potency, µM, for the others: max response, negative = inhibition, most hits filed as inhibitors | 360,000 compounds, 2.8% hits | AID 720504; note: potency is the fitted concentration of half-maximal effect; series mostly up to about 57 µM; % is set by controls: 0 for no effect and ±100 for the full control effect; nearly all actives have a fitted effect of over 65% in size
* hit, by the source's call; ? = inconclusive; . = no result given; [ ] = dose if it differs, or a comment. Unless noted, calls come from the whole dose curve; as a rule, active = well fitted curve in the direction sought with a large enough effect; inconclusive = small, poorly fitted or top-dose-only effect, or another doubt; inactive = no such curve, though single readings can be large; an effect the other way counts as inactive or inconclusive. These rows are one share of the data, so the mix of outcomes need not match the whole.

WRN inhibitor	IL-2 act	EPAC1 antag	PI5P4K alpha inh	EPAC2 agonist	CCT chaperon mod	EPAC1 ag	PLK1 PBD inh	SMILES
?	0.0	-2%	.	7%	-0.5	3%	3µM*	Cc1nn(-c2ccccc2)c2nc(=O)n(-c3ccccc3)cc12
4%	-0.1	-12%	-2	2%	0.3	-9%	-9%	CC1(C)C2CCC(C2)C1(C)NC(=O)CN1CCOCC1 (configuration not stated)
-22%	0.6	12%	-3	-3%	-1.7	-6%	-8%	CC(NC(=O)/C=C/c1ccc(Br)cc1)c1ccccc1 (configuration not stated)
-9%[57.1 µM]	-2.4	-7%	1	5%	-4.9	-3%	-15%	CC(C)(C)n1nc2c(c1NC(=O)c1ccc(Cl)c([N+](=O)[O-])c1)CS(=O)(=O)C2
-18%	0.9	4%	-1	8%	0.4	-25%	-7%	Cc1nn(C)c(C)c1CN(C)C(=O)C1CCC(=O)N(C2CCCCCC2)C1 (configuration not stated)
0%	0.2	8%	-1	11%	-5.9	0%	5%	COc1ccc(CCN(Cc2ccccn2)C(=S)Nc2cccc(C)c2)cc1OC
-6%	-0.5	15%	8	-7%	0.2	-5%	1%	COc1cccc(C(=O)Nc2ccc(NC(=O)C3CCCCC3)nc2)c1
1%	0.0	7%	0	-20%	-1.4	-4%	-2%	CC(C)(O)/C=C1/Oc2ccccc2C1N1CCCCC1 (configuration not stated)
-29%	-2.6	-13%	7	5%	-1.0	-5%	-5%	CCOc1ccccc1/C=N/Nc1nc2ccccc2o1
5%	-2.1	-5%	.	-10%	-1.4	0%	-1%	CCN(C(=O)COc1cc(=O)n(CC)c2ccccc12)c1cccc(Cl)c1
0%	-5.2	-25%	33	16%	-4.7	13%	-2%	Cc1ccc(O)c(C(=O)/C=C/c2ccc3c(c2)OCCCO3)c1
3%	-3.4	-13%	-4	11%	-2.5	0%	-15%	CC1CN(C(=O)Nc2cccc(Cl)c2)C2(CCCCCC2)O1 (configuration not stated)
.	-0.7	-14%	.	9%	.	7%	.	C=CCNc1oc(-c2ccc(-c3ccccc3)cc2)nc1C#N
-19%	-1.9	-10%	1	11%	0.0	2%	1%	N#Cc1nc(COc2ccccc2Cl)oc1N1CCCC1
-8%	1.1	-14%	1	-10%	0.8	-6%	-7%	CC(=O)Nc1ccc(C(=O)COC(=O)c2cc(C)oc2C)c(F)c1
2%	-0.9	5%	-6	0%	-0.4	-6%	-7%	Cc1ccc(-c2nc(N)n(C(=O)c3cccnc3)n2)cc1
0%	-4.1	?	-18	17%	0.8	-1%	?	CCS(=O)(=O)c1ncc(Cl)c(C(=O)Nc2ccc(S(=O)(=O)N(C)c3ccccc3)cc2)n1
2%	-2.2	-3%	.	6%	-1.0	14%	-10%	COc1ccc(C(=O)N2CCc3ccccc32)cc1
-8%	-0.6	4%	6	13%	-1.9	7%	-29%	S=c1[nH]nc(-c2ccccc2)n1C1C=CCCC1 (configuration not stated)
-2%	-0.5	7%	-7	-1%	2.2	-2%	-13%	COc1ccc(C)cc1NC(=O)CSc1nnc(CC(=O)Nc2ccccc2F)n1C

Four compounds already listed, ordered by the number in EPAC1 ag, lowest first.
WRN inhibitor	IL-2 act	EPAC1 antag	PI5P4K alpha inh	EPAC2 agonist	CCT chaperon mod	EPAC1 ag	PLK1 PBD inh	SMILES
-8%	1.1	-14%	1	-10%	0.8	-6%	-7%	CC(=O)Nc1ccc(C(=O)COC(=O)c2cc(C)oc2C)c(F)c1
-6%	-0.5	15%	8	-7%	0.2	-5%	1%	COc1cccc(C(=O)Nc2ccc(NC(=O)C3CCCCC3)nc2)c1
3%	-3.4	-13%	-4	11%	-2.5	0%	-15%	CC1CN(C(=O)Nc2cccc(Cl)c2)C2(CCCCCC2)O1 (configuration not stated)
-19%	-1.9	-10%	1	11%	0.0	2%	1%	N#Cc1nc(COc2ccccc2Cl)oc1N1CCCC1

Further records.
WRN inhibitor	IL-2 act	EPAC1 antag	PI5P4K alpha inh	EPAC2 agonist	CCT chaperon mod	EPAC1 ag	PLK1 PBD inh	SMILES
-29%	1.9	-3%	-4	2%	2.5	-2%	-11%	COc1ccc(C)cc1N(CC(=O)N1CCCC1)S(C)(=O)=O
-9%	-2.6	-22%	.	-15%	0.2	0%	-7%	CC(C)C[C@H](NC(=O)OC(C)(C)C)C(=O)N/N=C/C1=Cc2ccccc2OC1C (some centres not stated)
-18%	0.4	-2%	5	10%	0.1	-2%	-1%	COc1ccc(NC(=O)COC(=O)CN2C(=O)C3CC=CCC3C2=O)c([N+](=O)[O-])c1 (configuration not stated)
-2%	-1.3	-16%	0	5%	-0.5	0%	-12%	c1ccc(CCN=C2CCCc3c2[nH]c2ccccc32)cc1
-32%	-0.7	?	-64*	5%	1.3	2%	24µM*	Fc1cccc(Cc2c(-c3ccco3)nc3ccc(Br)cn23)c1
-22%	-0.2	3%	-9	0%	1.6	7%	4%	CC(=O)NCCc1ccc(C(=O)COC(=O)c2cccn2C)cc1
5%	0.2	4%	0	10%	0.9	7%	-2%	CNc1cncc(-c2c(OC)cccc2OC)n1
-7%	-1.9	4%	-12	-2%	1.7	-8%	-22%	N#CC1=C(N)N2C(=C(C#N)C13CCCC3)Nc1ccccc12
-28%	2.3	-10%	?	7%	0.8	-5%	-25%	CC(=O)Nc1cc(-c2ccoc2)cn2c(-c3ccccc3)cnc12
3%	-2.0	2%	0	-6%	0.6	-3%	-2%	Cc1ccc(NC(=O)CN(C)C(=O)COc2c(Cl)cc(Cl)c3ccc(C)nc23)cc1
-12%	-0.3	7%	-23	2%	0.5	7%	?	COc1ccccc1N1Cc2ccccc2C1
-8%	0.3	-3%	.	5%	-2.6	9%	-4%	COC(=O)c1cc2ccsc2n1CC(=O)NCC1CCCO1 (configuration not stated)
-26%[57.1 µM]	3.8	5%	-7	9%	0.7	2%	-5%	O=C(NC(=S)NCCN1CCOCC1)c1ccccc1Br
-1%	-0.9	5%	0	3%	1.5	4%	5%	O=C(/C=C/c1cccs1)NC1CC1
-15%	0.9	-27%	-1	-1%	-0.1	-3%	-9%	O=c1[nH]c2ccccc2n1C1CCCCC1
-35%	-0.3	12%	-71*	8%	-1.7	-3%	2%	Cn1c(=O)[nH]c(NCCc2ccc(O)cc2)c([N+](=O)[O-])c1=O
14%	1.0	23%	0	-1%	-1.6	10%	-16%	COc1ccccc1C(=O)C1CCCN(C(=O)CCn2cnnn2)C1 (configuration not stated)
4%	-0.2	-16%	0	3%	-1.5	5%	-6%	CC(C)C(=O)Nc1ccc(C(=O)Nc2ccc(S(=O)(=O)N3CCOCC3)cc2)cc1
6%	-1.6	3%	-5	2%	-0.7	9%	-12%	Cc1ccccc1NC1=C(Cl)C(=O)OC1OC(C)C (configuration not stated)
2%	-2.1	0%	.	10%	-0.2	9%	-10%	COC(=O)[C@H](CCSC)NC(=O)NCc1cccs1
1%	-1.9	2%	9	5%	2.3	8%	-5%	O=C(c1ccccn1)N(Cc1ccco1)C1(C(=O)NC2CCCC2)CCCCC1
-1%	0.0	0%	10	-6%	-2.2	0%	-6%	O=C(N1CCOCC1)C1(c2ccc(Cl)cc2)CCCC1
-13%	-2.3	-2%	2	9%	0.0	11%	-6%	C=CCn1c(SCC(=O)NC2CCCCC2)nnc1-c1cccnc1
-7%	0.1	0%	.	4%	-0.6	3%	-4%	c1ccc(Cn2nnnc2-c2ccco2)cc1
-11%	-2.8	11%	2	-1%	-3.0	0%	-27%	CC(C)c1ccccc1OS(N)(=O)=O
0%	-0.1	16%	-7	15%	-2.3	3%	-19%	Cc1ccccc1C(=O)NCCNC(=O)c1ccccn1
-2%	-0.8	-2%	0	4%	-2.3	-2%	-9%	Oc1ccccc1C=NC(c1ccccc1)C(O)c1ccccc1 (configuration not stated)
-11%	-1.1	3%	-1	0%	-5.4	-1%	-11%	O=C(N/N=C/c1ccc(OCc2ccccc2)cc1)c1ccc(O)cc1
4%	-0.3	1%	3	3%	-1.4	13%	-14%	Cc1cccc(NC(=O)C2CCN(S(C)(=O)=O)CC2)c1C
-3%	-0.2	-1%	5	0%	1.0	4%	-8%	O=C(O)/C=C/c1ccc(OCCCF)cc1
2%	1.6	16%	.	7%	0.3	3%	-22%	CSc1nc(Cl)c(C#N)c(-c2ccc(C)cc2)n1
2%	0.3	-20%	0	9%	-12	0%	-17%	CCCc1nnc(NC(=O)CSc2nnc(-c3ccco3)n2C)s1
-4%	0.8	-7%	0	4%	2.7	2%	-2%	COc1ccc(S(=O)(=O)N2CCN(CC(=O)Nc3ccc(F)c(F)c3)CC2)cc1
5%	0.5	3%	-13	-5%	-1.0	-5%	?	Cc1ccc(CNC(=O)CCS(=O)(=O)c2ccc3c(c2)NC(=O)CS3)cc1
2%	5.3	-2%	-7	-11%	1.4	7%	?	Cn1c(-c2sc(=S)n(-c3ccccc3)c2N)nc2ccccc21
1%	0.0	-3%	0	8%	0.0	6%	-12%	COc1ccc(CC(NC(C)=O)C(=O)NC2CCN(S(=O)(=O)c3ccc(NC(C)=O)cc3)CC2)c(OC)c1 (configuration not stated)
-7%[57.1 µM]	1.0	-14%	0	-1%	2.1	-5%	1%	CCOC(=O)c1cnc2c(c(C)nn2CC)c1NCCN1CCOCC1
-4%	0.4	-6%	-2	2%	-0.4	11%	4%	COc1ccc(S(=O)(=O)N2CCCCCC2)cc1C(=O)NCCc1ccc(F)cc1
?	-0.5	-11%	-62*	8%	-0.8	2%	?	Cc1c(N=Nc2c(-c3ccc([N+](=O)[O-])cc3)[nH]n(C(N)=S)c2=O)cccc1[N+](=O)[O-]
-2%	0.2	2%	1	7%	-3.9	9%	-9%	O=c1c2ccccc2oc2nc(C3CCCCC3)n(Cc3ccco3)c(=O)c12
0%	-2.0	6%	.	-1%	-0.8	-2%	2%	CCOC(=O)C1CCN(C(=O)c2cccc(Cl)c2)CC1
7%	0.3	9%	-4	8%	-0.4	-2%	-8%	COc1ccc(N2CC(C(=O)NCc3n[nH]c(=O)c4ccccc34)CC2=O)cc1 (configuration not stated)
-10%	2.6	-28%	0	-3%	-2.9	10%	?	CC(=O)c1ccc2noc(-c3ccc(F)cc3)c2c1
2%	-0.8	8%	.	3%	-2.5	5%	-6%	Cc1c(C(=O)OC(C)C)[nH]c2c1C(=O)CCC2
-10%	-4.4	-2%	-3	-3%	-4.4	2%	-7%	CCCc1nc2c(=O)n(C)c(=O)[nH]c2n1C
-18%	-0.4	12%	1	-2%	-0.2	-3%	1%	COc1ccc(C(=O)NC2CCCCCC2)cc1S(=O)(=O)N1CCOCC1
2%	1.5	4%	6	3%	0.6	-1%	1%	O=C(NCCc1ccccc1)c1c(F)cccc1F
